Screening data: PubChem, several laboratories
CRFR2-BP ag – agonists of CRF-BP/CRF-R2 complex, primary screen, cell-based, HEK293, calcium dye fluorescence, uHTS | CRF-binding protein / CRF receptor 2 complex (human) | calcium dye fluorescence (FLIPR); percent of saturating CRF peptide response | activation, % at 13.2 µM | 0.46% of 350,000 active;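 active = activation of at least 50%, plus an integration ratio under a set limit after plate pattern correction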;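 also: plate controls were neutral control wells without compound for no effect and CRF at EC100 for full effect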
HCV NS3 hel inh – inhibitors of HCV NS3 helicase, primary screen, biochemical, Cy5 molecular beacon fluorescence | Hepatitis C virus NS3 helicase | NS3 helicase DNA unwinding | inhibition, % at 10.9 µM | 0.56% of 290,000 active | AID 1800, 2009;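 active = inhibition above the mean of all tested compounds plus 3 SD, set per campaign, cut at about 35% in these data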;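 also: 0% = DMSO wells and 100% = thioflavine S control wells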
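Assay system – hepatitis C virus NS3 helicase domain fragment enzyme · Buffer or medium – MOPS pH 6.5, MgCl2, DTT, Tween20, BSA · Reagent – Cy5/quencher beacon DNA duplex and ATP to start · Compound – single 10.9 µM dose · Timing – 1 h at 25 °C · Technique – Cy5 beacon fluorescence read at start and 1 h · Measure – % inhibition of unwinding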
MEKK3 PB1 HTS – modulators of MEKK3-MEK5 PB1 binding, primary screen, biochemical, wildtype MEKK3, multiplex bead flow cytometry, Alexa488-MEK5 | binding response (% of control), % at 10 µM | Mitogen-activated protein kinase kinase kinase 3 (Homo sapiens), Q99759 | AID 1529, 2009 | bead-based flow cytometry, Alexa488-MEK5 binding to MEKK3; actives lie on both sides; 0 = blocked by unlabeled MEK5, 100 = vehicle | 1.4% of 290,000 active;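 active = binding response more than 3 SD above or below the average of its plate-row segment, actives on both sides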;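 also: Alexa488 bead fluorescence after subtracting the streptavidin-only scavenger bead signal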
Target sequence (Q99759 whole entry, looked up): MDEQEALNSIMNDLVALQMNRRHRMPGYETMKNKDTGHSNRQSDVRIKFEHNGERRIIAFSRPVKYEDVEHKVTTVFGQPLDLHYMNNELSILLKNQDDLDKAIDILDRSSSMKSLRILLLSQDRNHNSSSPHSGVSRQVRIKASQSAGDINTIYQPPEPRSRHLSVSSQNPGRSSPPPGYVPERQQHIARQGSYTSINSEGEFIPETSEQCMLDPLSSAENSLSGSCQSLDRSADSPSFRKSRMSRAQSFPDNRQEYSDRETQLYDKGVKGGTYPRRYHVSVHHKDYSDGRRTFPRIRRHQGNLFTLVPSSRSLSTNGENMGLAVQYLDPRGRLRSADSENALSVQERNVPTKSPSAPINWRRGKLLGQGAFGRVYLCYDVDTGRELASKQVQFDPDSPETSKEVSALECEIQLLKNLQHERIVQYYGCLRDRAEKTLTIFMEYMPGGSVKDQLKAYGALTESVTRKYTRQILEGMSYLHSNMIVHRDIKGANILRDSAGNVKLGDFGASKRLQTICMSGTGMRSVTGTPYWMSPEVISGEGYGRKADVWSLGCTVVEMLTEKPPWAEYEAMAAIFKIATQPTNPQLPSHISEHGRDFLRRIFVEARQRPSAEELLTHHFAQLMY
UBC9 SUMO inh – inhibitors of in vitro SUMOylation cascade, primary screen, biochemical, HTRF, uHTS; HTRF SUMOylation assay, SAE1/SAE2 + UBC9; inhibition, % at 35 µM; 0.36% of 290,000 active; in the data active = inhibition above about 50%, passing the limit was not always enough; also: strong numbers were not always called active
GalR3 antag – GalR3 antagonists in HEK293 cells, primary screen, cell-based, fluorescence readout | 0.44% of 360,000 active | HEK293 GalR3-CNG cAMP membrane potential fluorescence; galR3 body fused to GalR1 C-terminus | Galanin receptor type 3 (Homo sapiens), O60755 | inhibition, % at 3 µM;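 active = inhibition above the screen-wide average plus 3 SD, cut at about 13% in these data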;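 also: forskolin and galanin both at EC90 stimulate the cells; cAMP rise reported by CNG channel membrane potential dye signal; 0% = forskolin plus galanin with DMSO and 100% = forskolin alone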
Target sequence (O60755 1-299 limits assumed): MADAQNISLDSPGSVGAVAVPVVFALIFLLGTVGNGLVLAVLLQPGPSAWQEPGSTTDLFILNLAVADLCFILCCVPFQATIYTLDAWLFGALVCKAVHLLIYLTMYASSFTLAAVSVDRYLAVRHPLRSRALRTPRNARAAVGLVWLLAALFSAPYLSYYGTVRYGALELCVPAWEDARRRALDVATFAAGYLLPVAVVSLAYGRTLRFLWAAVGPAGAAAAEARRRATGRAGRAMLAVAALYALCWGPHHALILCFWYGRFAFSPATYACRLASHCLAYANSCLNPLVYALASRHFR
FID counter – compounds displacing fluorescent DNA intercalator, primary screen, artefact control for HCV NS3 helicase inhibitor project, biochemical, FID fluorescence | DNA fluorescent intercalator displacement | inhibition, % at 7.9 µM | 0.17% of 290,000 active | AID 1845, 2009; in the data active = inhibition above about 37%;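 also: 0% = vehicle and 100% = reference compound; higher means more ethidium bromide displaced from hairpin DNA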
MEKK2 WT-MEK5 – modulators of MEK5 binding to wildtype MEKK2, primary screen, biochemical, multiplex bead flow cytometry, Alexa488-MEK5; 1.1% of 290,000 active; AID 1531, 2009; Alexa488-MEK5 binding to MEKK2 WT; actives lie on both sides; Mitogen-activated protein kinase kinase kinase 2 (Homo sapiens), Q9Y2U5; binding response (% of control), % at 10 µM; in the data active = binding response below about 67% or above about 130%
CRFR2-BP antag – antagonists of CRF-BP/CRF-R2 complex, primary screen, cell-based, HEK293, calcium dye fluorescence, uHTS. CRF-induced calcium fluorescence. AID 588475, 2011. inhibition, % at 11.8 µM. 0.59% of 350,000 active;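 active = inhibition of the ligand-induced calcium signal above about 50% at the single tested concentration, limit read from the data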
MEKK2 mut-MEK5 – MEK5 binding signal on mutant MEKK2 PB1, primary screen, biochemical, multiplex bead flow cytometry, Alexa488-MEK5 | AID 1530, 2009 | percent response, % at 10 µM | 0.35% of 290,000 active | Alexa488-MEK5 binding to MEKK2 mutant; in the data active = percent response above about 24%, passing the limit was not always enough; also: inactives centre near 1; some results filed as inactive read as strong as hits; reference of the scale not given here
* = called active by the depositor; . = not tested or not shown. These rows are one share of the data (hit frequency here may not be typical).

Order of values – MEKK2 WT-MEK5	CRFR2-BP antag	CRFR2-BP ag	HCV NS3 hel inh	UBC9 SUMO inh	FID counter	MEKK3 PB1 HTS	MEKK2 mut-MEK5	GalR3 antag
> COc1cc(/C=N\NC(=O)C2C(=O)NCC2c2ccccc2)cc(OC)c1O (centres undefined)
→ .	30	-4.9	0	-4	-11	.	.	0
> CCC(C)NCCOCCOc1ccc(Cl)c2ccccc12 (centres undefined)
→ 145	-17	0.2	-44	6	51*	62	10	-9
> COc1ccc(C2CC(=O)C3=C(C2)Nc2ccccc2N(C(=O)C2CC2)C3c2cccnc2)cc1OC (centres undefined)
→ 100	-27	14	-3	22	-26	101	4	-5
> CC(/C=N/NC(=O)c1ccncc1)=C\c1ccco1
→ 93	19	2.6	-3	-1	-7	97	-4	-5
> O=C(c1ccc(F)cc1)C(CN1CCOCC1)c1ccccc1 (centres undefined)
→ 96	-18	-1.1	-2	12	2	102	3	-6
> COCCN1Cc2cccc(C(=O)NCc3cccs3)c2C1=O
→ 101	34	4.6	9	-4	-4	102	7	1
> CC(=O)N1c2ccc(S(=O)(=O)N3CCC(C(=O)NCc4ccccc4Cl)CC3)cc2CC1C (centres undefined)
→ 102	-4	-1.4	-6	.	-60	100	1	-4
> O=C(CSc1nc2ncc(Cl)cc2[nH]1)c1ccc2c(c1)OCO2
→ 94	18	-1.1	5	11	4	104	-1	-5
> CCOc1ccc(NC(=O)CSc2nnc(-c3ccccc3Cl)n2Cc2ccco2)cc1
→ 89	0	0.9	-7	7	-31	93	-11	-4
> O=C(CSc1ccc2nnc(CCNC(=O)c3ccc(F)cc3)n2n1)NCC1CCCO1 (centres undefined)
→ 107	2	-0.8	1	0	-9	99	6	0
> N=c1sccn1CC(=O)NCc1ccc(Cl)cc1Cl
→ 96	15	-0.2	-5	-1	6	95	-10	-4
> CC1CCc2cc(F)cc3c(O)c(C(=O)NCCN(C)C)c(=O)n1c23 (centres undefined)
→ 114	-14	-0.6	-4	0	4	105	11	-7
> O=C(NCC1CCCO1)c1cc(C(=O)C2CC2)c[nH]1 (centres undefined)
→ 102	10	-0.1	2	12	6	107	4	-5
> COC(=O)c1ccccc1NC(=O)CN(CCc1ccccc1)S(C)(=O)=O
→ 102	-8	-0.9	-3	7	-25	103	2	-4
> CCc1nc(SCC(=O)N2c3ccccc3CC2C)c2c(C)c(C)sc2n1 (centres undefined)
→ 110	-32	0.2	-2	-20	0	114	7	-10
> COc1ccc(-n2cccc2/C=C/[N+](=O)[O-])cc1
→ 86	-11	3.3	7	29	-8	91	-4	3
> COc1ccc(/C=N/NC(=O)C(C)n2cnc3ccccc3c2=O)cc1 (centres undefined)
→ 96	9	0.7	5	-9	-15	97	-2	-8
> O=C(CCNS(=O)(=O)c1ccc(Br)s1)N1CCCCC1
→ 99	6	1.2	-2	9	-8	99	-5	-6
> O=C(NCCCSc1ccccc1)c1ccc(=O)[nH]c1
→ 102	6	0.7	2	16	-4	106	1	2
> COc1ccc(/C=N/NC(=O)c2ccc3c(c2)OCCO3)c(OC)c1
→ 107	17	-6.7	4	16	-26	105	6	-4
> CN(CCC(=O)Nc1ccc(Br)cc1)Cc1ccccc1
→ 105	4	-4.1	-9	4	16	98	1	.
> COc1ccc(/C(N)=N/O)c(OC)c1
→ 95	-6	1.4	3	6	-2	99	1	-6
> CC(=O)c1ccc(-n2nncc2-c2ccc([N+](=O)[O-])cc2)cc1
→ 81	3	-2.4	-5	2	0	77	-7	-5
> CCCCn1c(SCC(=O)N2c3ccccc3Sc3ccccc32)nc2c1c(=O)n(C)c(=O)n2C
→ 93	32	2.5	-1	-24	1	86	-4	-5
> CCOC(=O)C1=C(CN2CCN(C(=O)c3ccco3)CC2)NC(=O)NC1c1ccc(C)cc1 (centres undefined)
→ 103	-3	-0.9	4	5	-52	107	7	-4
> CCC1(C)Cc2ccccc2-c2nc(NCCO)n(-c3ccc(C)cc3)c(=O)c21 (centres undefined)
→ 104	-24	0.8	-6	1	-27	102	3	-1
> CN1CCN(c2nc3c(c(=O)n(C)c(=O)n3C)n2Cc2ccc(Cl)cc2)CC1
→ 101	-15	-1.8	-8	7	-2	99	2	-9
> COc1ccc(N(CC(=O)Nc2ccccc2C)S(=O)(=O)c2ccccc2[N+](=O)[O-])c(OC)c1
→ 89	15	0.4	-7	0	-18	97	-8	-4
> O=C(Cc1ccc([N+](=O)[O-])cc1)NCc1ccncc1
→ 94	12	-2.3	-1	3	-1	108	3	-1
> O=C(O)CCN1C(=O)C2C3c4ccccc4C(c4ccccc43)C2C1=O (centres undefined)
→ 102	-9	-1.3	4	18	-14	101	-1	-9

For reference, part of the list above:
Order of values – MEKK2 WT-MEK5	CRFR2-BP antag	CRFR2-BP ag	HCV NS3 hel inh	UBC9 SUMO inh	FID counter	MEKK3 PB1 HTS	MEKK2 mut-MEK5	GalR3 antag
> COc1cc(/C=N\NC(=O)C2C(=O)NCC2c2ccccc2)cc(OC)c1O (centres undefined)
→ .	30	-4.9	0	-4	-11	.	.	0
> CCC(C)NCCOCCOc1ccc(Cl)c2ccccc12 (centres undefined)
→ 145	-17	0.2	-44	6	51*	62	10	-9
> COc1ccc(C2CC(=O)C3=C(C2)Nc2ccccc2N(C(=O)C2CC2)C3c2cccnc2)cc1OC (centres undefined)
→ 100	-27	14	-3	22	-26	101	4	-5
> CC(/C=N/NC(=O)c1ccncc1)=C\c1ccco1
→ 93	19	2.6	-3	-1	-7	97	-4	-5
> O=C(c1ccc(F)cc1)C(CN1CCOCC1)c1ccccc1 (centres undefined)
→ 96	-18	-1.1	-2	12	2	102	3	-6
> COCCN1Cc2cccc(C(=O)NCc3cccs3)c2C1=O
→ 101	34	4.6	9	-4	-4	102	7	1
> CC(=O)N1c2ccc(S(=O)(=O)N3CCC(C(=O)NCc4ccccc4Cl)CC3)cc2CC1C (centres undefined)
→ 102	-4	-1.4	-6	.	-60	100	1	-4
> O=C(CSc1nc2ncc(Cl)cc2[nH]1)c1ccc2c(c1)OCO2
→ 94	18	-1.1	5	11	4	104	-1	-5
> CCOc1ccc(NC(=O)CSc2nnc(-c3ccccc3Cl)n2Cc2ccco2)cc1
→ 89	0	0.9	-7	7	-31	93	-11	-4

Other results follow:
Order of values – MEKK2 WT-MEK5	CRFR2-BP antag	CRFR2-BP ag	HCV NS3 hel inh	UBC9 SUMO inh	FID counter	MEKK3 PB1 HTS	MEKK2 mut-MEK5	GalR3 antag
> CC(C)C(=O)Nc1ccnc(-c2cccnc2)n1
→ 106	-17	8.6	4	-7	2	103	6	-8
> O=C(NC(O)C(=O)c1ccccc1)c1cccs1 (centres undefined)
→ 110	-12	0.7	2	5	3	107	4	-1
> COc1ccc(C(=O)NC(C)c2nnc(SCc3ccc(Cl)c(Cl)c3)n2C)cc1 (centres undefined)
→ 96	24	0.4	-7	-3	-8	96	-1	-7
> NC(=O)CSC1=Nc2ccccc2C2=NC(c3ccccc3)C(=O)N12 (centres undefined)
→ 101	-2	1.0	-8	6	-3	103	2	-5
> CCN1CCCC1CNC(=O)Cn1nc(C)n2c(cc3cc(C)ccc32)c1=O (centres undefined)
→ 108	-41	0.1	-3	23	10	98	0	-1
> Nc1nonc1-n1nnc(C(=O)O)c1-c1cccs1
→ 112	34	3.9	-4	-9	7	115	5	-2
> CC(=O)c1ccc(NC(=O)COC(=O)c2nc(Cl)ccc2Cl)cc1
→ 110	9	-0.9	-4	-2	-5	100	3	6
> O=C(CN1CCN(CC(=O)Nc2ccccc2F)CC1)Nc1ccc2c(c1)OCCO2
→ 104	3	-0.1	0	-3	-20	100	0	-3
> CN1CCC(N(C)S(=O)(=O)c2ccc(C(C)(C)C)cc2)CC1
→ 101	15	-1.7	-9	-9	14	102	-1	-5
> CCC1Oc2nc(SC)nnc2-c2ccccc2N1C(=O)c1ccccc1 (centres undefined)
→ .	5	-0.5	-1	12	4	.	.	0
> CC1CCCC(N2CCN(C(=O)c3ccc(F)cc3)CC2)C1 (centres undefined)
→ 106	-13	-0.7	1	.	6	106	10	-3
> O=C(c1ccccc1)c1ccc2ccccc2n1
→ 100	6	-4.2	3	-14	3	110	3	-6
> CN1CCC(N(C)S(=O)(=O)c2ccc(Cl)cc2)CC1
→ 100	4	-2.7	2	-1	3	102	1	-13
> CCn1c(=N)n(CCOc2ccc(OC)cc2)c2ccccc21
→ 105	-6	0.5	-8	36	9	99	2	-1
> O=C(NCc1ccccc1Cl)c1ccc2c(c1)OCO2
→ 101	3	-2.5	10	7	-3	102	8	-4
> Cn1c(SCC(=O)N2CCN(c3ccccc3)CC2)nnc1-c1ccco1
→ 85	-2	-0.8	5	-5	-15	86	-8	-5
> COc1ccc(/C=N\NC(=O)c2ccc(F)cc2)cc1COc1cc(F)ccc1[N+](=O)[O-]
→ 96	16	-0.5	-11	3	-21	99	-4	-5
> Cc1cccc(OCC(O)CN2CCOCC2)c1 (centres undefined)
→ 105	7	1.1	3	-10	0	104	7	-6
> CCOC(=O)C1CCN(C(=O)CCNC(=O)Cn2ccc3ccccc3c2=O)CC1
→ 124	8	-0.9	-5	1	-9	122	18	0
> CCN1C(=O)C(CC(=O)Nc2ccc(F)cc2)N(Cc2cccs2)C1=S (centres undefined)
→ 98	-34	0.1	8	3	-1	101	-3	-4
